High-throughput results deposited in PubChem by National Center for Advancing Translational Sciences (NCATS).
N370S GC mod = inhibits or activates N370S mutant glucocerebrosidase. N370S GC spleen homogenate, 4MU-glucoside fluorescence. Potency, µM (series often up to 59.4 µM), without a hit: at the top dose activity change, negative = inhibition, actives largely listed as inhibitors. 330,000 compounds, 0.092% hits. AID 2101;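 also: 0% = full enzyme activity and -100% = no enzyme basal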
TDP1 inh = TDP1 (human) enzyme inhibition; Q9NUW8; Potency, µM (titrated, usually from 130 µM), inactives show top-dose activity change, negative = inhibition, most hits filed as inhibitors; recombinant TDP1, AlphaScreen DNA substrate cleavage; 350,000 compounds, 0.28% hits; also: nearly all actives have a fitted effect of over 40% in size
Target sequence (Q9NUW8 whole entry, looked up): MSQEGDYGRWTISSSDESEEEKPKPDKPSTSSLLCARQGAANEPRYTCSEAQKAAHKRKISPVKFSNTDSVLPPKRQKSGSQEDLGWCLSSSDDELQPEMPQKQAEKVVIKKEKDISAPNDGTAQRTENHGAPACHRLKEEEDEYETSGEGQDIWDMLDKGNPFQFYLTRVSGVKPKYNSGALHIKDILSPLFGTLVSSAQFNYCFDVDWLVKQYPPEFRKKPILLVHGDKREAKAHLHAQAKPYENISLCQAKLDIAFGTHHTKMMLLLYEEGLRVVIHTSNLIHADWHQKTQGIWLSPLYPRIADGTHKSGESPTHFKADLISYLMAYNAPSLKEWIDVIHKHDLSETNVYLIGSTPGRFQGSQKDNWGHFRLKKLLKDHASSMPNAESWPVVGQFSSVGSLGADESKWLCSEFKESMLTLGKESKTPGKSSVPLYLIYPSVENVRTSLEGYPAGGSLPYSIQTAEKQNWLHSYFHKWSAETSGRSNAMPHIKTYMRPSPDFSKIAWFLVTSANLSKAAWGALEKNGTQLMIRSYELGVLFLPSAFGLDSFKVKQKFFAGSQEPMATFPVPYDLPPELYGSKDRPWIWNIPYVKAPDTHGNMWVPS
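Compounds were preincubated with Tdp1 (1 nM final) for 15 min at room temperature before substrate (15 nM final) started a 5 min reaction; beads (10 ug/ml final) were then added for 10 min before AlphaScreen detection.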
FEN1 inhibitor = inhibitors of human flap endonuclease 1 | Recombinant FEN1 flap cleavage, fluorescence, 15 min | P39748 | 390,000 compounds, 0.35% hits | Potency, µM (doses to about 114 µM), inactives show at the top dose activity change, negative = inhibition, actives largely listed as inhibitors; also: nearly all actives have a fitted effect of over 65% in size
Target sequence (P39748 whole entry, looked up): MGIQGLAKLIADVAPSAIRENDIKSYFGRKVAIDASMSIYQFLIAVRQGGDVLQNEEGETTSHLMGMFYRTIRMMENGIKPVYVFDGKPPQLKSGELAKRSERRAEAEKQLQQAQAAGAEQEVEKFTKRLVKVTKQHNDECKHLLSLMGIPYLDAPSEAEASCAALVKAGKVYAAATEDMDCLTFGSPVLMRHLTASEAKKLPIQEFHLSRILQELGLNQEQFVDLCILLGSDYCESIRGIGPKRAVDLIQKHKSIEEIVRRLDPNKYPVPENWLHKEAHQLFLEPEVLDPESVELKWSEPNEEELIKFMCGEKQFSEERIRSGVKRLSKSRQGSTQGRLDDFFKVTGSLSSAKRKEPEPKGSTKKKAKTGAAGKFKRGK
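Recombinant FEN1 (10 nM) was preincubated with pin-transferred compounds for 15 min at room temperature, then flap DNA substrate (50 nM final) was added. Plates were read at 0 and 15 min, and normalized concentration–response data were fitted to a four-parameter Hill equation.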
* = called active by the depositor; ? = inconclusive; / = no result given; & = joins results of further samples; [ ] = remark or other dose. Calls follow the shape of the dose curve; as a rule, active = well fitted curve in the direction sought with a large enough effect; inconclusive = small, poorly fitted or top-dose-only effect, or another doubt; inactive = no such curve, though single readings can be large; an effect the other way counts as inactive or inconclusive. Unless noted, % is scaled to controls: 0 for no effect and ±100 for the full control effect; potency is read from the fitted curve at half-maximal effect.

SMILES | N370S GC mod | TDP1 inh | FEN1 inhibitor
COc1ccc(C)cc1NC(=O)CCNS(=O)(=O)c1cccc2nonc12 | -6% | 8%&6% | 2%&-1%
CC(C)C1Cc2c(C#N)c(N)n(C)c(=S)c2CO1 (stereo not given) | -8% | 4% | -1%
CCOP(=O)(OCC)C(Nc1ccc(C(=O)O)cc1)c1ccccc1 (stereo not given) | -8% | 8% | 18%
COC(=O)c1c(NC(=O)COc2ccc(OC)cc2)sc2c1CCC(C)C2 (stereo not given) | / | 4%[12.3 µM] | -33%
CC(=O)N(C(C)=O)N1C(=O)C2C3c4ccccc4C(c4ccccc43)C2C1=O (stereo not given) | 16% | 0% | ?
CSc1ccc(NC(=O)Nc2cc(C)ccn2)cc1 | ? | 4% | 3%
Cn1c(=O)c2c(nc(SCC(=O)Nc3ccc(F)cc3)n2Cc2ccccc2)n(C)c1=O | / | -5% | 7%
O=C(Nc1ccccc1)c1ccc(NCC2CCCO2)c(S(=O)(=O)N2CCOCC2)c1 (stereo not given) | 6% | 5% | -8%
COc1ccc2[nH]c(=O)c3c(c2c1)OC(C)(C)C=C3 | 12%&7%&1% | -5% | -9%
Cc1cc(CN(C)C(=O)c2ccc3nc(Cc4ccccc4F)oc3c2)n[nH]1 | -14% | 4% | -4%
CCOC(=O)c1cnc2c(-c3ccccc3OC)c(C)nn2c1C | 2% | 5% | -7%
COc1ccc(C2=NOC(C(=O)NCc3ccccn3)C2)cc1 (stereo not given) | -6% | 2% | 1%
Cc1ccccc1C(=O)Nc1ccc(S(=O)(=O)N2CCCC2)cc1 | -3% | 4%[0.0935 µM] | -11%
COc1ccc(C(C(=O)NC2CCCC2)N(C(=O)c2ccco2)c2ccccc2OC)cc1 (stereo not given) | 0% | / | -1%
Cc1ccc(/C=C(\NC(=O)c2ccc(C)cc2)c2nc(=S)[nH][nH]2)cc1 | ? | 10% | -10%
CCCN(CCC)CCNC(=O)CN1C(=O)COc2ccc(S(=O)(=O)N3CCC(C)CC3)cc21 | / | 6% | 21%
C=COCCNC(=S)Nc1ccccc1 | -4% | 6% | -2%
Cc1ccc(S(=O)(=O)N2CCOCC2)cc1C(=O)N(C)CCOc1ccc(Cl)cc1 | 3% | -3% | -17%
CC(=O)Nc1cccc(OCCCNC(=O)c2ccc(C(C)(C)C)cc2)c1 | 13% | 0% | -21%
CC(=O)c1cc2c(cc1NC(=O)Cn1nc(-c3ccc(F)cc3)ccc1=O)OCO2 | -12% | 6% | -9%
CCn1cc2nc(SCC(=O)Nc3ccc(OC)c(Cl)c3)n(Cc3ccc(OC)cc3)c(=O)c2n1 | / | -2% | 16%
O=C(c1cc(COc2ccc(F)cc2F)on1)N1C[C@H]2CC[C@H]1C2 | 3% | 5% | 16%
NC(=S)NC(=O)/C=C/c1ccccc1 | 4% | 5% | -4%
NC(=S)N=Nc1ccc(NN=C(N)N)cc1 | -9% | / | 50µM*
COc1ccc(Cc2nc3ccc(C(=O)NCCc4ccncc4)cc3o2)cc1OC | 4% | 0% | 15%
O=S(=O)(NCc1nc2cccnc2n1Cc1ccccc1)c1ccc2c(c1)CCCC2 | / | 4% | -7%
O=C(NCCc1ccc(Cl)cc1)c1ccc2c(c1)N(Cc1ccc(F)cc1Cl)C(=O)CS2 | / | 3% | 2%
COc1ccc(/C=C(/NC(=O)c2ccco2)C(=O)Nc2ccc(C(C)=O)cc2)cc1 | -14% | / | 5%
O=C(NCc1cccc2ccccc12)Nc1ccccc1 | 7% | -2% | 15%
O=C(CSc1ncnc2c1cnn2CCc1ccccc1)Nc1ccc(F)cc1 | 0% | 4% | /
COc1ccc(-c2cc(C(=O)Nc3ccc(C(N)=O)cc3)c3ccccc3n2)cc1OC | -3% | 5% | -1%
Cc1ccc2ccc(S(=O)(=O)NCc3ccccn3)cc2c1 | 3% | 2%[0.0935 µM] | -17%
CCCn1c(=O)c(/C(N)=N/O)nn(-c2cccc(C(F)(F)F)c2)c1=O | -5% | 6% | 3%
CC(=O)Nc1ccc(NC(=O)CCc2nc3sc4c(c3c(=O)[nH]2)CCCC4)cc1 | 20% | / | 9%
O=C(O)c1cscn1 | -9% | -1% | -6%
COc1ccc(/C=N/Nc2snc(SC)c2C#N)cc1OC | 7% | 10% | -5%
CO[C@@H]1COC(=O)C/C=C\[C@H](C)COC(=O)[C@H](Cc2ccccc2)NC(=O)C/C=C\[C@H]1C | -4%[12.8 µM] | 3%[21 µM] | /
COc1ccc(OCC(O)CN2CCCCC2)cc1 (stereo not given) | 4% | 5% | 23%
CC1CCCN(c2nc3c(S(=O)(=O)c4ccc(C(C)C)cc4)nnn3c3ccsc23)C1 (stereo not given) | / | -5% | 4%
Cc1noc(C)c1CSc1nnc(-c2ccccc2)o1 | 3% | 8% | 0%
CS(=O)(=O)N(CC(=O)NCc1ccc2c(c1)OCO2)Cc1ccc(Cl)cc1 | 3% | 3% | 1%
CCc1ccc2[nH]c(=O)c(CN(Cc3ccc4c(c3)OCO4)Cc3nnnn3C3CCCC3)cc2c1 | -8% | 9% | 9%
COc1ccc(CC(=O)NCc2nc3cccnc3n2Cc2ccccc2)cc1 | / | 9% | 1%
CCn1cc(C(=O)NCCC(=O)NCCO)c(=O)c2cc3c(cc21)OCO3 | 0% | / | 14%
CC(=O)Nc1ccc(NC(=O)CCC(=O)c2ccc(C)cc2)cc1 | / | 4% | -5%
COC(=O)c1ccc(Cn2nnc3c(=O)[nH]c(C4CCCN(S(=O)(=O)c5ccccc5)C4)nc32)cc1 (stereo not given) | -11% | 2%&5% | -6%&3%
COc1ccccc1N1CCN(c2ccc(S(=O)(=O)N3CCN(C)CC3)cn2)CC1 | / | 2% | 16%
Cc1ccc(OCC(=O)NC2CCS(=O)(=O)C2)cc1 (stereo not given) | 5%[12.8 µM] | 1% | 4%
COc1ccccc1N1CCN(S(=O)(=O)c2c(C)[nH]c(=O)[nH]c2=O)CC1 | -3% | 0% | 1%
c1cc2c(cc1C1CCCCC1)c1c3n2CCN[C@H]3CCC1 | ? | 26%[56.1 µM] | /
C[n+]1cn(Cc2cc(Cl)ccc2OC(F)F)c2ccccc21 | 0% | / | 5%
CCCCCCCCCCC(C)=O | -3% | 6% | /
O=Cc1cn(-c2ccc(F)cc2)c2ccccc12 | -21% | 0% | 10%
CN(C(=O)COC(=O)c1cc(S(=O)(=O)N2CCCCC2)ccc1N1CCOCC1)C1CCS(=O)(=O)C1 (stereo not given) | -10% | 1% | -11%
COc1cc2oc(=O)c(CC(=O)NCCc3ccccc3F)c(C)c2cc1OC | / | 6% | -10%
CN1CCN(C=NC2=NN(c3cccc(C(F)(F)F)c3)CC2)CC1 | 0% | 4% | 6%
CC1CC(C)CN(C(=O)COC(=O)c2ccc[nH]c2=O)C1 (stereo not given) | -1% | -5% | -1%
COc1ccc(C2C(C#N)=C(N)N(c3ccccc3)C3=C2C(=O)CCC3)cc1Cn1cc([N+](=O)[O-])cn1 (stereo not given) | 11% | 3% | -4%
C#CCSc1nc(N)c2c(n1)OC(N)=C(C#N)C2c1cccnc1 (stereo not given) | -4% | 7% | -10%
COc1ccc(NS(=O)(=O)c2cccs2)cc1S(=O)(=O)N1CCOCC1 | -11% | 10% | 0%

Complete entries, quoted from the list. Order of screens: N370S GC mod, TDP1 inh, FEN1 inhibitor
Results for `O=Cc1cn(-c2ccc(F)cc2)c2ccccc12` : -21%, 0%, 10%
Results for `CCCCCCCCCCC(C)=O` : -3%, 6%, /
Results for `COc1ccccc1N1CCN(S(=O)(=O)c2c(C)[nH]c(=O)[nH]c2=O)CC1` : -3%, 0%, 1%
Results for `CN(C(=O)COC(=O)c1cc(S(=O)(=O)N2CCCCC2)ccc1N1CCOCC1)C1CCS(=O)(=O)C1` (stereo not given) : -10%, 1%, -11%

Reformatted: results already given.
COc1cc2oc(=O)c(CC(=O)NCCc3ccccc3F)c(C)c2cc1OC
  N370S GC mod: /
  TDP1 inh: 6%
  FEN1 inhibitor: -10%

CN1CCN(C=NC2=NN(c3cccc(C(F)(F)F)c3)CC2)CC1
  N370S GC mod: 0%
  TDP1 inh: 4%
  FEN1 inhibitor: 6%

CC1CC(C)CN(C(=O)COC(=O)c2ccc[nH]c2=O)C1 (stereo not given)
  N370S GC mod: -1%
  TDP1 inh: -5%
  FEN1 inhibitor: -1%

COc1ccc(C2C(C#N)=C(N)N(c3ccccc3)C3=C2C(=O)CCC3)cc1Cn1cc([N+](=O)[O-])cn1 (stereo not given)
  N370S GC mod: 11%
  TDP1 inh: 3%
  FEN1 inhibitor: -4%

The list continues:
SMILES | N370S GC mod | TDP1 inh | FEN1 inhibitor
COc1ccc(S(=O)(=O)N2CCc3cc(OC)c(OC)cc3C2)cc1 | 7% | 2% | -1%
O=C(Cc1c[nH]c2ccccc12)OCC(=O)c1ccccc1 | 3% | 0% | -12%
COc1ccc(C2Nc3ccccc3C(=O)N2Cc2ccco2)cc1COc1ccc(NC(C)=O)cc1 (stereo not given) | 23% | 5%&-4% | 13%&-26%
O=C(C1CN(S(=O)(=O)c2ccccc2)CCN1S(=O)(=O)c1ccccc1)N1CCCCCC1 (stereo not given) | 8% | 5% | -2%
Cc1ccc(CC23CN4CCN(CC(C4)C2O)C3)c(C)c1 (stereo not given) | -1% | -1% | 4%
Cc1cccc(NC(=O)Nc2cccc(C)n2)n1 | / | 1% | 0%
COC(=O)c1sccc1NC(=O)NC1CCCCC1 | 12% | -3% | 11%
N#Cc1ccccc1NC(=O)COC(=O)/C=C/c1cn(-c2ccccc2)nc1-c1ccc(Cl)cc1 | 15% | -5% | 3%
COCCCNC(=S)N1CCN(c2nc(C)nc3sc4c(c23)CCCC4)CC1 | -13% | / | -28%
O=C(Nc1nc2c(s1)CCCC2)c1cccnc1 | 6% | -5% | -5%
Cc1ccc(N2C(=O)[C@@H]3[C@H](C2=O)C2CCCN2[C@@H]3C(=O)c2ccccc2)cc1 (stereo not given in full) | -10% | 9% | 18%
O=C(CCS(=O)(=O)c1ccccc1)N1CCOCC1 | -2% | 0% | 5%
CCCCn1c(=O)[nH]c(=O)c2c1nc(-c1ccccn1)n2CC | -6% | -5% | 5%
CN=CC1=C(O)CC(C)(C)CC1=O | 0% | -3% | 1%
Cc1ccccc1NC(=O)CC(=O)Nc1ccccc1C | -26% | / | 3%
CCCC(C)C(=O)OCC(=O)Nc1ccc(Br)cc1 (stereo not given) | -5% | 0% | /
Fc1cccc(NC(=S)NC2CCCCCCC2)c1 | -4% | -8% | -10%
Cc1ccc2nc(NC(=O)CCn3cccc3)sc2c1 | -4% | 0% | 3%
Cc1[nH]c(=O)c(C#N)cc1-c1csc(-c2ccccc2)n1 | -6% | / | -5%
Cc1csc2nc(CCNS(=O)(=O)c3cccs3)cn12 | -23% | 7% | 0%
O=C(CN1C(=O)CSc2ccc(S(=O)(=O)N3CCOCC3)cc21)NCc1ccc(F)cc1 | 1% | 3% | 17%
CCCCn1c(N)c(N(CC(C)C)C(=O)c2ccco2)c(=O)[nH]c1=O | 0% | -7% | 5%
COCCOC(=O)c1c(C)n(C)c2ccc(OC(=O)c3ccccc3F)cc12 | 4% | / | -15%
Cc1ccc(NC(=O)COC(=O)Cn2cnc3c2c(=O)n(C)c(=O)n3C)cc1F | 0% | 1%[0.505 µM] | 10%
N#CCSc1nc2cc(C(=O)N3CCC(C(N)=O)CC3)ccc2c2nc3ccccc3n12 | 3% | 11% | -8%
CCNC(=O)c1ccccc1NC(=O)c1cccc(S(=O)(=O)N2CCC(C)CC2)c1 | 0% | 1% | -17%
CN(CC(=O)Nc1ccc(S(=O)(=O)N2CCCC2)cc1)Cc1c(F)cccc1Cl | -11% | -3% | -9%
CC1CN(S(=O)(=O)c2cccc(C(=O)OCCOc3ccccc3)c2)CC(C)O1 (stereo not given) | / | -9% | 2%
CCOC(=O)c1c(S(=O)(=O)N2CCCC(C(=O)N3CCN(c4ccccc4)CC3)C2)c(C)n(C)c1C (stereo not given) | / | 6% | 0%
COc1cc(=O)[nH]c(SC(C)C(=O)Nc2cc(C)on2)n1 (stereo not given) | -5% | / | -1%
NS(=O)(=O)c1cccc(NC(=O)COC(=O)C2CCCCC2)c1 | -6% | 0% | 14%
CCCCCCCNC(=O)CN1C(=O)CSc2ccc(S(=O)(=O)N3CCOCC3)cc21 | -2% | -3% | -11%
Cc1ccc(C(=O)N/N=C/c2cc(C)n(-c3ccc(Br)cc3)c2C)cc1[N+](=O)[O-] | 12% | -4% | -2%
COc1ccc(Br)cc1CN(C)CC(=O)Nc1c(Cl)ccc(C)c1Cl | 10% | 5% | -15%
CNC(=O)CN(c1ccc(C23CC4CC(CC(C4)C2)C3)cc1)S(C)(=O)=O | 2% | 3% | 5%
O=[N+]([O-])c1ccc(NCc2ccncc2)cc1 | ? | / | 18%
CCOC(=O)Cc1csc(NC(=O)Nc2cccs2)n1 | 1% | / | -12%
CCC(=O)Nc1cccc(NC(=O)CSc2nnc(C3CC3)n2C)c1 | 6%[2.35 µM] | 3% | 1%
O=c1ccnc(Sc2ncccc2[N+](=O)[O-])[nH]1 | -3% | 5% | 9%
